# High-throughput results deposited in PubChem BioAssay by National Center for Advancing Translational Sciences (NCATS).
# Epigenetic reg: epigenetic control regulation, reporter derepression | murine LDR cells, GFP reporter derepression, 30 h | Potency, µM (highest dose often 53.9 µM), for inactives: at the highest dose GFP activation, actives largely listed as activators | 0.2% of 280,000 active; also: potency is read from the fitted curve at half-maximal effect; % of control where 0% means no effect; nearly all actives have a fitted effect of over 60% in size
#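 GFP-positive cell count by laser-scanning cytometry (objects 20–120 um) after 30 h, 37 C compound exposure of murine LDR cells; reporter is CMV-GFP integrated at a silenced locus, inducible by HDAC or DNMT inhibitors.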
# HttQ103 aggreg: mutant huntingtin aggregation inhibition; Potency, µM (titrated, usually from 46.1 µM), for inactives: at the highest dose activity change, negative = inhibition, actives largely listed as inhibitors; AID 1688; 1.1% of 220,000 active; PC12 HttQ103-GFP aggregates, Acumen cytometry, 40 h; also: potency is read from the fitted curve at half-maximal effect; % is scaled to controls: 0 for no effect and ±100 for the full control effect; nearly all actives have a fitted effect of over 60% in size
#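 Aggregates are detected as GFP objects 1–25 µm with signal 6 STDEV over background in lysates of induced PC12 cells. These carry Huntingtin exon 1 with 103 glutamines fused to GFP under an ecdysone promoter; compounds titrated.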
# IMPase Li inh: membrane-permeable IMPase blocker, potentiated with lithium. CHO-M1 cells, IP1 TR-FRET (IP-One), carbachol + lithium. Potency, µM (doses to about 59.4 µM), for inactives: top-dose activity, negative = IMPase inhibition, hits mostly inhibitors. 0.35% of 210,000 active. AID 1457;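 also: IP1 builds up when IMPase is blocked and the TR-FRET signal falls; potency is read from the fitted curve at half-maximal effect; plate controls were basal vehicle for no effect and high inhibitor control for full effect; nearly all actives have a fitted effect of over 50% in size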
#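 Test compounds were applied to CHO-M1 cells previously cultured for 16–30 h at 2000 per well. A small lithium amount accompanied them; after 30 min at 37C, IP1 was quantified by TR-FRET.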
# NPSR antag: antagonists of human neuropeptide S receptor cAMP signaling. Q6W5P4. CHO-NPSR cells, cAMP TR-FRET, antagonist mode. Potency, µM (highest dose often 38.3 µM), for the others: at the top dose activity change, negative = inhibition, most hits filed as inhibitors. 1% of 220,000 active; also: potency is read from the fitted curve at half-maximal effect; % is scaled to controls: 0 for no effect and ±100 for the full control effect; nearly all actives have a fitted effect of over 50% in size; many of its hits are not listed in these tables
# Target sequence (Q6W5P4 whole entry, looked up): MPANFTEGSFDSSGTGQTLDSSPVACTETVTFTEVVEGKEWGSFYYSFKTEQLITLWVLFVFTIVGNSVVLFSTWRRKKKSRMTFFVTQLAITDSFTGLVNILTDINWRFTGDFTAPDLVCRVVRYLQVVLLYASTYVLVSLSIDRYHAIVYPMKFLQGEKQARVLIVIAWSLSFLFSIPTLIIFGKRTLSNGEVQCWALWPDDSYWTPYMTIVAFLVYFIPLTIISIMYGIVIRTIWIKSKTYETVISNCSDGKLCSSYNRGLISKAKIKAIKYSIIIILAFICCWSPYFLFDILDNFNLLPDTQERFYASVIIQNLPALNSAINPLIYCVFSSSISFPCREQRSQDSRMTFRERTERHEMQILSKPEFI
# CBFb-RUNX1 inh: inhibitors of human CBF-beta and RUNX1 interaction; Q01196+Q13951; 230,000 tested, under 10 active; AlphaScreen CBFb-His/RUNX1-biotin binding, biochemical; AID 1477; Potency, µM (titrated, usually from 59.8 µM), without a hit: at the highest dose activity, negative = inhibition, hits mostly inhibitors; also: % of control where 0% means no effect
# Target sequence (Q01196 whole entry, looked up): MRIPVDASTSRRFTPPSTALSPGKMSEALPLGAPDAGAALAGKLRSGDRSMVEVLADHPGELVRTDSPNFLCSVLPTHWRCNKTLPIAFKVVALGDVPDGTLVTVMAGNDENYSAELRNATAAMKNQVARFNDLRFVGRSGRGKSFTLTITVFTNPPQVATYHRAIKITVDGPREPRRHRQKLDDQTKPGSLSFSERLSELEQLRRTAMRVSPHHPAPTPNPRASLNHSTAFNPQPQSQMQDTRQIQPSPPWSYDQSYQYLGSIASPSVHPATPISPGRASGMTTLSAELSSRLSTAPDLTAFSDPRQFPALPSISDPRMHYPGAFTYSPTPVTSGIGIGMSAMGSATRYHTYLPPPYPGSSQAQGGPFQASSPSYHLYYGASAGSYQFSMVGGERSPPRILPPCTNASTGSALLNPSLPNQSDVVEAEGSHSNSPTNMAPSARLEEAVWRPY
# Target sequence (Q13951 whole entry, looked up): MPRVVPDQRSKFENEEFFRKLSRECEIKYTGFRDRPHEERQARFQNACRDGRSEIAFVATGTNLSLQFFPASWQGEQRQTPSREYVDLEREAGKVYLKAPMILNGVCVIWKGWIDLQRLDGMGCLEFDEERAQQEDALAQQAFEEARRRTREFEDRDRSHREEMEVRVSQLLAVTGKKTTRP
#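 Bead-based AlphaScreen assay; binding partners His-tagged CBF-beta and biotinylated RUNX1 at 30 nM each. Compound exposure 15 min after a 20-min protein preincubation; bead step 90 min; all steps at room temperature.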
# L3MBTL1 block: blocks human L3MBTL1 | 0.66% of 230,000 active | AID 485360 | Q9Y468 | Potency, µM (series often up to 57.1 µM), without a hit: at the highest dose activity, negative = inhibition, hits mostly inhibitors | AlphaScreen L3MBTL1–H3K9me1 peptide binding; also: potency is read from the fitted curve at half-maximal effect; % is scaled to controls: 0 for no effect and ±100 for the full control effect; nearly all actives have a fitted effect of over 60% in size
#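 L3MBTL1 50 nM + b-AHA-H3(1-15)K9me1 75 nM, 30 min RT; compound added, 30 min RT; streptavidin donor/Ni-chelate acceptor beads 10 ug/mL each final, 30 min RT dark; AlphaScreen read.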
# KinaseGlo FLuc: counter-screen: inhibitors of Kinase-Glo firefly luciferase; Kinase-Glo luciferase, ATP luminescence, 8 min; Potency, µM (top dose mostly 38.3 µM), for the others: at the highest dose activity change, negative = inhibition, actives largely listed as inhibitors; 0.28% of 200,000 active; also: potency is read from the fitted curve at half-maximal effect; % is scaled to controls: 0 for no effect and ±100 for the full control effect; nearly all actives have a fitted effect of over 60% in size
#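 Substrate mix (final 50 mM imidazole pH 7.2, 50 mM KCl, 7 mM MgCl2, 10 uM ATP, 0.01% Tween 20, 0.05% BSA) plus pin-tool compound, then Kinase-Glo detection mix; 8 min ambient, luminescence read.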
# An asterisk follows results filed as active; ? = inconclusive; . = not tested or not shown; & = joins results of further samples; [ ] = dose if it differs, or a comment. Calls follow the shape of the dose curve; as a rule, active = well fitted curve in the direction sought with a large enough effect; inconclusive = small, poorly fitted or top-dose-only effect, or another doubt; inactive = no such curve, though single readings can be large; an effect the other way counts as inactive or inconclusive. A portion of the library; rates above refer to the full screens.
entry	Structure	Epigenetic reg	HttQ103 aggreg	IMPase Li inh	NPSR antag
1	CC(Oc1ccc(Cl)cc1Cl)c1nc(-c2ccc(NC(=O)c3ccncc3)cc2)no1 (stereo unspecified)	0.0%	14.6%	14.1%	?
2	CCOc1ccc(CN2CCN(Cc3[nH]c4ccccc4c3C)CC2CCO)cc1 (stereo unspecified)	3.1%	5.6%[9.22 µM]	12.5%	-46.6%
3	O=C(CSc1nc2ncc(Br)cc2[nH]1)c1cccc([N+](=O)[O-])c1	-1.1%	5.0%	11.4%	-6.3%
4	CC(CN1CCOCC1)OC(=O)Cc1ccc(Cl)cc1 (stereo unspecified)	1.1%	9.1%	10.3%	-2.0%
5	CCOC(=O)c1c(NC(=O)C(C)S(=O)(=O)c2cn(CC)c3ccccc23)sc2c1CCCC2 (stereo unspecified)	1.7%	-19.2%	14.5%	-15.1%
6	O=[N+]([O-])/C(C(Cl)=C(Cl)Cl)=C(\Nc1ccc(F)cc1)n1cncn1	0.1%	-16.2%	3.0%[38.3 µM]	-0.1%[46.1 µM]
7	CCCN1Cc2cccc(C(=O)Nc3ccc(C)cc3)c2C1=O	-2.7%	-8.5%	0.0%[38.3 µM]	?
8	O=C(COc1ccccc1)Nc1ccc2c(c1)nc1n2CCSC1	-0.7%	15.5%	-0.6%[38.3 µM]	-8.4%[46.1 µM]
9	CCOC(=O)c1ccc(Nc2c(CC)c(C)nc3ncnn23)cc1	6.1%	3.3%	-3.2%	-9.1%[46.1 µM]
10	CCc1nn(CC(=O)NCCCN(CC)Cc2ccccc2)c(=O)c2cc3sccc3n12	-0.3%	8.3%	26.9%[38.3 µM]	-7.5%[46.1 µM]

entry	CBFb-RUNX1 inh	L3MBTL1 block	KinaseGlo FLuc
1	-1.5%	6.1%	-1.2%
2	-5.4%	-1.5%	0.6%
3	-17.4%	-6.9%	0.7%
4	-8.5%	?	3.1%
5	1.8%[2.36 µM]	-12.0%	11.6%
6	-1.9%	.	17.4%
7	7.0%	.	-0.8%
8	-10.3%	-0.5%	-4.7%
9	0.4%	1.3%	-3.4%
10	-2.2%	.	-4.1%

# Remaining list, next part
entry	Structure	Epigenetic reg	HttQ103 aggreg	IMPase Li inh	NPSR antag
11	CCOC(=O)c1c(C)c(C(=O)NCc2ccccn2)c(C)n1CC	2.7%	-5.3%	0.3%	7.1%[46.1 µM]
12	O=C(NC1=C(NC2CCS(=O)(=O)C2)C(=O)c2ccccc2C1=O)c1ccccc1 (stereo unspecified)	1.0%	-8.6%	12.5%	-40.2%
13	C[C@@H]1CN(C(=O)c2nc3ccc(Cl)cn3c2CN[C@H]2CCCCNC2=O)C[C@H](C)O1	6.4%	16.9%[9.22 µM]	-0.8%	-3.6%
14	Cc1nnc(SCC(=O)Nc2ccc(-c3nc4ccccc4s3)cc2)s1	0.0%	?	-19.2%	5.8%
15	COc1ccc2nc(NC(=S)NC(=O)c3ccco3)sc2c1	-0.1%	-13.1%	-7.2%	-6.0%
16	O=C(O)C1C2C=CC(C2)C1C(=O)NCc1cccs1 (stereo unspecified)	-1.1%	.	4.8%	-0.8%
17	CCOC(=O)c1ccc2nc(Nc3nc4ccc(F)cc4s3)sc2c1	1.0%	26.9%	-3.2%	-21.4%
18	CCOc1ccc(NC(=O)c2ccc(-n3cccn3)nc2)cc1	-5.1%	5.7%	-21.9%	3.9%
19	Cc1oc(-c2ccccc2)[n+]([O-])c1C	-1.2%	6.7%	-2.1%[38.3 µM]	-2.2%[46.1 µM]
20	Cc1csc2nc(CSc3ccc(Cl)cc3)cn12	1.6%	-0.1%	25.9%[38.3 µM]	-7.8%[46.1 µM]

entry	CBFb-RUNX1 inh	L3MBTL1 block	KinaseGlo FLuc
11	4.0%	-7.0%	-2.5%
12	2.9%	-1.9%	-6.1%
13	1.5%	6.3%	-0.3%
14	-9.1%	-0.7%	-19.9%
15	-1.1%	.	-2.8%
16	-13.6%	-1.1%	-2.4%
17	0.7%	2.4%	2.4%
18	12.8%	-1.7%	0.0%
19	8.1%	1.0%	-2.1%
20	-1.3%	-13.4%	-10.8%

# (next part)
entry	Structure	Epigenetic reg	HttQ103 aggreg	IMPase Li inh	NPSR antag
21	Cc1c(S(=O)(=O)Nc2cccc(Cl)c2)c(=O)n(C)c(=O)n1C	1.9%	-3.8%	-3.7%[38.3 µM]	-10.7%[46.1 µM]
22	COC(=O)CS(=O)(=O)c1ccsc1C(=O)Nc1ccc(F)c(F)c1	0.9%	-2.3%	-2.1%	-0.6%
23	Cn1c(-c2ccccc2)c(/C=N/NC(=O)c2cccnc2)c2ccccc21	2.6%	-23.9%	4.8%	-22.1%
24	CCN(CC)CCCN1C=C2C(=O)C(C)(OC(=O)CCc3ccccc3)C(=O)C=C2C=C1c1ccc(C#N)cc1 (stereo unspecified)	-4.8%	22.2%[9.22 µM]	2.0%	-5.4%
25	CCCn1c(SCC(=O)NCc2ccc(OC)cc2)n[nH]c1=O	-0.1%	16.5%	-1.3%	8.2%
26	CC(=O)NCCNC(=O)c1ccc(CSc2ccc(Cl)cc2)cc1	0.4%	4.6%	-6.7%	6.4%
27	CCOC(=O)Cc1csc(N/C(=N/S(=O)(=O)c2ccc(Cl)cc2)c2ccccc2)n1	-0.9%	-28.9%	-18.6%	-10.0%
28	CC(C(=O)O)c1ccc(N2Cc3ccccc3C2=O)cc1 (stereo unspecified)	-0.3%&-1.0%	7.2%	-1.0%&3.3%	-19.7%
29	CCN(CC)CCNC(CC(=O)Nc1ccc(Cl)cc1Cl)C(=O)O (stereo unspecified)	-1.2%	0.8%	-4.3%	-7.9%[46.1 µM]
30	COc1ccccc1NNC(=O)c1cc(C(C)(C)C)nn1Cc1ccccc1	0.4%	-3.5%[9.22 µM]	.	?

entry	CBFb-RUNX1 inh	L3MBTL1 block	KinaseGlo FLuc
21	-1.0%	.	1.1%
22	-2.1%	.	2.4%
23	-4.7%	.	0.4%
24	1.9%[13.1 µM]	.	-5.0%[7.66 µM]
25	-2.9%	2.0%	-0.1%
26	0.7%	?	-2.3%
27	-0.8%	-8.2%	-2.0%
28	11.3%&8.3%	6.7%	?
29	1.9%	2.4%	1.2%
30	-6.2%	-6.7%	.

# Additional structures.
entry	Structure	Epigenetic reg	HttQ103 aggreg	IMPase Li inh	NPSR antag
31	Cc1ccc(S(=O)(=O)n2c(CN3CCCC(C)C3)nc3ccccc32)cc1 (stereo unspecified)	9.5%	-4.1%	48.9%[activator][38.3 µM]	?
32	CC(=O)/C(=C\N(C)C)Sc1ccc(Cl)cc1	-0.8%	4.7%[9.22 µM]	.	-19.9%
33	CN(C)CCNC(=O)NC(=O)c1ccc(Cl)cc1	-0.7%	21.7%	5.7%	8.1%
34	CC(=O)Nc1sc(N/N=C/c2ccc(C)cc2)nc1-c1ccc(C)cc1	-4.2%	-2.8%[9.22 µM]	.	-3.0%
35	O=C(Nc1c2c(nn1-c1ccc(F)cc1)CS(=O)C2)c1ccc(S(=O)(=O)N2CCOCC2)cc1 (stereo unspecified)	-0.8%	5.5%	3.6%	21.6%
36	COc1ccc2c(c1)NC(=O)CC(c1ccccc1)=N2	0.0%	10.6%[9.22 µM]	-13.2%[38.3 µM]	-22.8%[46.1 µM]
37	CC(C)c1ccc(NC(=O)NC2CCCCC2)cc1	0.2%	-0.6%	0.6%[38.3 µM]	-10.5%[46.1 µM]
38	COc1ccccc1C(=O)OCCCN=C1NS(=O)(=O)c2ccccc21	2.0%	3.5%[9.22 µM]	-3.3%	11.3%
39	CC(C)c1ccc(NC(=O)c2ccc(Br)o2)cc1	1.2%	-18.8%	0.3%	-26.1%[46.1 µM]
40	Cc1cccc(C(=O)NNC(=O)c2ccc(F)cc2)c1	0.0%	-13.3%	-8.8%	16.7%

entry	CBFb-RUNX1 inh	L3MBTL1 block	KinaseGlo FLuc
31	-3.2%	.	-0.5%
32	-7.1%	54.5%[activator]	.
33	8.5%	7.8%	-6.6%
34	-7.4%	-26.0%	.
35	5.0%	11.6%	-0.4%
36	0.2%	.	-0.4%
37	3.1%	.	1.2%
38	1.9%	-2.1%	-2.3%
39	8.6%	-1.8%	-9.8%
40	5.2%	3.9%	1.3%

# From compound 38 up to 40, as listed above:
entry	Structure	Epigenetic reg	HttQ103 aggreg	IMPase Li inh	NPSR antag
38	COc1ccccc1C(=O)OCCCN=C1NS(=O)(=O)c2ccccc21	2.0%	3.5%[9.22 µM]	-3.3%	11.3%
39	CC(C)c1ccc(NC(=O)c2ccc(Br)o2)cc1	1.2%	-18.8%	0.3%	-26.1%[46.1 µM]
40	Cc1cccc(C(=O)NNC(=O)c2ccc(F)cc2)c1	0.0%	-13.3%	-8.8%	16.7%

entry	CBFb-RUNX1 inh	L3MBTL1 block	KinaseGlo FLuc
38	1.9%	-2.1%	-2.3%
39	8.6%	-1.8%	-9.8%
40	5.2%	3.9%	1.3%

# (cont.)
entry	Structure	Epigenetic reg	HttQ103 aggreg	IMPase Li inh	NPSR antag
41	COC(=O)[C@@]1(Cc2ccc(F)cc2)[C@H]2c3cc(C(=O)N(C)C)n(Cc4ccc(C(F)(F)F)nc4)c3C[C@H]2CN1C(=O)c1ccccc1	2.3%	.	7.3%	.
42	COc1ccc(NC(=O)C(F)(OC)C(F)(F)F)c(OC)c1 (stereo unspecified)	-0.5%	10.7%	-14.9%[38.3 µM]	?
43	CCOc1ccc2nc(C)cc(Nc3cccc([N+](=O)[O-])c3)c2c1	5.5%	24.0%	8.7%	0.3%
44	CCN(CC)CCNC(=O)c1cc2c(=O)n(C)c3ccccc3c2n1C	1.4%	-3.6%	22.6%[38.3 µM]	-6.2%[46.1 µM]
45	N/C(=N\OC(=O)c1ccc2c(c1)OCO2)c1ccc([N+](=O)[O-])cc1	-1.1%	.	3.3%	14.0%
46	CS(=O)(=O)N(CC(=O)NCC1CCCO1)c1ccc(Cl)c(Cl)c1 (stereo unspecified)	-4.2%	-8.1%[9.22 µM]	-10.3%[38.3 µM]	-8.9%[46.1 µM]
47	CC(C)Cc1cc(C(=O)NCc2cccnc2)no1	1.8%	?	18.6%[38.3 µM]	-3.1%[46.1 µM]
48	CC1=C(c2ccccc2)C(=S)NC(C)(C)C1	1.0%	-4.9%[9.22 µM]	.	-44.8%

entry	CBFb-RUNX1 inh	L3MBTL1 block	KinaseGlo FLuc
41	6.6%	.	-2.2%
42	-3.0%	-0.2%	-9.0%
43	-2.2%	-3.2%	3.7%
44	-0.2%	.	14.7%
45	0.7%	5.2%	-8.1%
46	-0.1%	.	1.4%
47	-6.2%	.	-4.4%
48	2.5%	-17.2%	.
